Compound activity from PubChem BioAssay.
Pf apPOL inh – Pf-apPOL inhibitors, biochemical, fluorescence | inhibition, % at 10 µM | Recombinant Pf-apPOL, molecular beacon fluorescence, 1.5 h | hit rate 0.25% among 210,000 | AID 1794808, 2022
mHTT CaM bind – mutant huntingtin-calmodulin interaction inhibitors – biochemical, AlphaScreen, primary screen; P42858; AlphaScreen His-mHTT/GST-CaM binding, luminescence; inhibition, % at 15 µM; hit rate 3.6% among 190,000;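 also: 0% = both proteins with DMSO and 100% = one protein alone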
Target sequence (P42858 whole entry, looked up, stated change not applied): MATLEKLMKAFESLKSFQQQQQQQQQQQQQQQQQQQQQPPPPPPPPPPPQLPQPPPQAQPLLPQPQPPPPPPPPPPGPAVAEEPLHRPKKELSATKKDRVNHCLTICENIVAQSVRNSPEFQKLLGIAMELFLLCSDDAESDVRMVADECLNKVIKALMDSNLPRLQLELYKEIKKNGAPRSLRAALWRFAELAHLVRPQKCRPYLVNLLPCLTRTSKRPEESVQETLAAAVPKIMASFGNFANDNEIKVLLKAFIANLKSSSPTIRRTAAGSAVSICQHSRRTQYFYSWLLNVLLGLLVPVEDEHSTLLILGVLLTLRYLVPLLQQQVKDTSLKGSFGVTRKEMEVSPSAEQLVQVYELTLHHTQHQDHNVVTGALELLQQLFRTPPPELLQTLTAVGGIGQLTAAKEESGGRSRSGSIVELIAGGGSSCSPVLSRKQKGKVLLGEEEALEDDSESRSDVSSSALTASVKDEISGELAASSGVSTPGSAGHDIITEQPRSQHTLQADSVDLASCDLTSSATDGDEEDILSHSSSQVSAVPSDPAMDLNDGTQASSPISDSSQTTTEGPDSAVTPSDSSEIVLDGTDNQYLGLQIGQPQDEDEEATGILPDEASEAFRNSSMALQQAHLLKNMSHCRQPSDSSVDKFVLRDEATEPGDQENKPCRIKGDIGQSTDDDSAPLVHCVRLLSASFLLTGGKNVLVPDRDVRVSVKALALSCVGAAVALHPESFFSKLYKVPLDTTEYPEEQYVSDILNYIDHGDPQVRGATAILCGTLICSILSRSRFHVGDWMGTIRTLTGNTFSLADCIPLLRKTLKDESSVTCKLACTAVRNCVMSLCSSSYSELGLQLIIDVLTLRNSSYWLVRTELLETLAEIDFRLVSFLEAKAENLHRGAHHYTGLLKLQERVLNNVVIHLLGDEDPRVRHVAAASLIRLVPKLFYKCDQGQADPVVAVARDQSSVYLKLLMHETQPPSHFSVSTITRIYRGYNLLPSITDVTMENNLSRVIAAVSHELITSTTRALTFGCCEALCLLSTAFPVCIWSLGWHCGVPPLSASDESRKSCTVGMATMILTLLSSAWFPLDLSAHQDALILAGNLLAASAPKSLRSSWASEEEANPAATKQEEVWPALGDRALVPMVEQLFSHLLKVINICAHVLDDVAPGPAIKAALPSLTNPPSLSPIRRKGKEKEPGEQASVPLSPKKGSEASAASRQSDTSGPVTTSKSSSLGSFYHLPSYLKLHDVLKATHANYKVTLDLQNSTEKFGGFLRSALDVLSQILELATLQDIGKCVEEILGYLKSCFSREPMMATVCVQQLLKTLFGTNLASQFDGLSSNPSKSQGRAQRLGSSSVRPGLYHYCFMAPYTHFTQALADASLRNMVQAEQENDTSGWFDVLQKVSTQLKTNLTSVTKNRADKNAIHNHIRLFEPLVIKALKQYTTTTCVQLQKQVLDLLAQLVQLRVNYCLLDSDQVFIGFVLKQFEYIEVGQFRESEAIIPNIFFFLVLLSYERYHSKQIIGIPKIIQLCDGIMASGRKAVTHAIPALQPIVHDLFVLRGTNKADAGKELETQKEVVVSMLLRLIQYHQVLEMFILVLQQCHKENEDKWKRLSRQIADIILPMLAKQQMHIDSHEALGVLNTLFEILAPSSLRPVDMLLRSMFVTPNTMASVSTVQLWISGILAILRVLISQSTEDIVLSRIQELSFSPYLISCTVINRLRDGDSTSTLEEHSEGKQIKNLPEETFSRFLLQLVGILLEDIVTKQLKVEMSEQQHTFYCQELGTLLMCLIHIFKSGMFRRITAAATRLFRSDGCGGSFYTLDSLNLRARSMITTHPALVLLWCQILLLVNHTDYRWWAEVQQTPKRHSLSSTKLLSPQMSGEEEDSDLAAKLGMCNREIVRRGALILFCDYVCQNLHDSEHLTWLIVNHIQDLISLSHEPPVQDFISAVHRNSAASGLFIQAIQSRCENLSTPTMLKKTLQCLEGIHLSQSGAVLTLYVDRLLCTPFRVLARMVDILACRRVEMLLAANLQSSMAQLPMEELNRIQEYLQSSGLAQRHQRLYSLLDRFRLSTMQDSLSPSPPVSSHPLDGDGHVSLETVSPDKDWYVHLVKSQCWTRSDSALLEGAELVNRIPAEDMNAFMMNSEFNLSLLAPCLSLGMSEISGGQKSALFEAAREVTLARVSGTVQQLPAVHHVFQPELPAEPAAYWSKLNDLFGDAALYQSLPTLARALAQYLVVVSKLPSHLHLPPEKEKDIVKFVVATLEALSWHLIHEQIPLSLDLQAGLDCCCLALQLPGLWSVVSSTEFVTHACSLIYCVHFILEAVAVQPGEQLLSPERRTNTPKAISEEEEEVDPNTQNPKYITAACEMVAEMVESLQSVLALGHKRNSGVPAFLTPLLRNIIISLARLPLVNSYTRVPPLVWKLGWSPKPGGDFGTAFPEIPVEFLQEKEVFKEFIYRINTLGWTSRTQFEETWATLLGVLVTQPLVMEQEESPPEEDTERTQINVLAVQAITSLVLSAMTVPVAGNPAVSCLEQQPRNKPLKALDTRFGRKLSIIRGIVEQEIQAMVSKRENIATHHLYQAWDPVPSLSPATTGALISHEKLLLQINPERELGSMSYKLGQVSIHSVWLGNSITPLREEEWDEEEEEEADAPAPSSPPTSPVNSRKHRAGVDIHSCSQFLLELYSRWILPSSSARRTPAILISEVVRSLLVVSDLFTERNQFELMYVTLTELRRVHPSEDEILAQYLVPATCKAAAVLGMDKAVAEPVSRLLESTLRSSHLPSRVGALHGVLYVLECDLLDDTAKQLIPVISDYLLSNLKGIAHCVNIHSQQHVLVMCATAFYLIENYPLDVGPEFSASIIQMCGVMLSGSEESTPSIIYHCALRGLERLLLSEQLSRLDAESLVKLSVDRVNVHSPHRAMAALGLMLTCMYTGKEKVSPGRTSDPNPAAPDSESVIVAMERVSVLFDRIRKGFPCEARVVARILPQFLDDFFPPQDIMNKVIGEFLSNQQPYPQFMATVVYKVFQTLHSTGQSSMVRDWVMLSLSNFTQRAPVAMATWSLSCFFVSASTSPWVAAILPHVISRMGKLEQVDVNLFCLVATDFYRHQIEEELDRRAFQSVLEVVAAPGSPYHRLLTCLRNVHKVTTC
Starred values were filed as active, the others as inactive; / = not tested or not shown; & = joins results of further samples. Rule as the data show it: active = inhibition above about 50%; inactive = the rest.

SMILES	Pf apPOL inh	mHTT CaM bind
Clc1ccc(C2C=C(c3ccc(I)cc3)Nc3ncnn32)cc1 (stereo unspecified)	-9	-1
Clc1cccc(Cc2nc(-c3ccc(-n4ccnc4)nc3)no2)c1	-1	-7
O=C1[C@H](Cc2ccccc2)NCCCC[C@@H](c2ccco2)N1Cc1ccccc1	-3	27
O=C(NCCCN1CCN(Cc2ccccc2)CC1)c1csc2c1CCCC2	-2	9
O=[N+]([O-])c1ccc(CNC2CCCCCC2)cc1	0	4
CC(C)(C)NC(=O)CN1CCC(c2nc(-c3cccc(F)c3)no2)CC1	-4	14
O=C(NCc1ccco1)c1ccc([N+](=O)[O-])cc1	-21	0
CC(=O)c1ccc(NC(=O)C2CCN(c3ccncc3)CC2)cc1	5	-1
Cc1cccn2c(=O)c3cc(C(=O)NCc4cccnc4)c(=N)n(Cc4cccnc4)c3nc12	-6	2
CCC1CN(C(=O)Nc2cccc(C(F)(F)F)c2)c2ccccc2O1 (stereo unspecified)	-4	-39
CCOC(=O)c1ccc(Oc2c(C)oc3c(CN4CCN(CC)CC4)c(O)ccc3c2=O)cc1	1	3
O=C(CN1CCC(c2nc(-c3ccccc3Cl)no2)CC1)NCc1ccc(F)cc1	-4	9
O=C(NCCN1CCOCC1)c1cc(Sc2cccc(Cl)c2)nc2ccccc12	-16	38
O=S(=O)(c1cccc(Cl)c1)N1CCC(CN2CCCCC2)CC1	-2	-9
COc1ccc(NC(=O)c2cccc(S(=O)(=O)N3CCCCC3)c2)c([N+](=O)[O-])c1	-8	-1
COc1ccc(Cl)cc1Nc1nc(-c2ccccn2)cs1	0	56*
Cc1cc(-c2ccc(NC(=O)c3ccccc3F)c(C)c2)ccc1NC(=O)c1ccccc1F	0	-3
CCOc1ccc(NC(=O)C2CCCN(c3cc(=O)n(C)c(=O)n3C)C2)cc1 (stereo unspecified)	-5	25
O=C(CSc1nnc(-c2sc3ccccc3c2Cl)o1)NC1CCCCC1	-1	1
CCc1ccc(C(=O)N2CCN(c3nc(CN4CCC(C)CC4)cs3)CC2)cc1	-2	2
CCOc1ccc(C2C(C#N)=C(N)Oc3c2oc(CO)cc3=O)cc1OC (stereo unspecified)	4	-2
COc1ccc(C2=N/C(=C\c3ccc(C)cc3)C(=O)O2)cc1	-1	-5
N#CC1=C(N)OC2=C(C(=O)CCC2)C1c1ccccc1[N+](=O)[O-] (stereo unspecified)	-5	17
CCOc1ccc(-c2nc3cc(N)ccc3o2)cc1	0&-22	20&13
N#CC1=C(N)OC2=C(C(=O)CCC2)C1c1ccc(Cl)s1 (stereo unspecified)	/	0
O=c1oc(-c2cccc(Br)c2)nc2ccccc12	-4	-2
C=CCn1c(O)c(C2=c3cc(Br)ccc3=NC2=O)c2ccccc21	5	49
COc1cc(OC)cc(N2CCN(C(=O)c3ccc(Cl)cc3)C(C)C2=O)c1 (stereo unspecified)	-4	-2
O=C1CC(N2CCOCC2)C(=O)N1c1ccc(F)cc1 (stereo unspecified)	-3	-3
O=C(Cn1cc(S(=O)(=O)c2ccccc2)c2ccccc21)NCc1cccs1	7	-7
COc1ccc(OC)c2sc(NC(=O)c3ccccc3F)nc12	5	18
Cc1ccc(-c2nc(C=Nc3cc(Cl)c(Cl)cc3Cl)c(O)o2)cc1	2	0
CCCN1CCCCC1c1nc(-c2ccc(C)cc2)no1 (stereo unspecified)	4	-4
O=C(NCCC1=CCCCC1)C(=O)Nc1cc(Cl)cc(Cl)c1	0	-1
COc1ccc(-c2cc(C(=O)NCc3ccccn3)c3ccccc3n2)cc1OC	-1	26
CCc1cccc(NC(=O)N2CCC3(C2)Nc2cccnc2NC3=NC(C)(C)C)c1 (stereo unspecified)	-4	8
O=C(CO)c1ccc(F)cc1	-6	/
CC(C)c1ccc(OCC(=O)Nc2ccc(NC(=O)c3cccs3)cc2)cc1	4	-1
CC(c1ccccc1)n1c(CCCO)nc2ccccc21 (stereo unspecified)	-6	11
Cc1oc(C2CCN(C(=O)NCc3ccco3)CC2)nc1C(=O)N1CCSCC1	2	12
N#Cc1cccc(-c2cn3c(n2)N(C(=O)c2ccccc2)CCC3)c1	0	8
O=C(CCN1CCN(Cc2ccccc2)CC1)N1CCCc2c1c(=O)oc1ccc(O)cc21	8	1
COc1ccc(C(=O)Nc2cnc(N3CCCCC3)nc2)cc1F	-4	7
CCOC(=O)N1CCN(Cc2ccc(Cl)c(Cl)c2)CC1	-1	-1
CCc1ccc(NC(=O)C2CC(=O)N(CCc3c[nH]c4ccc(OC)cc34)C2)cc1 (stereo unspecified)	0	42
CCc1nc2c(c(=O)n1CC(=O)Nc1ccc(F)cc1F)CN(Cc1ccccc1)CC2	-4	10
Cc1ncnc2c1CCC(=O)N2CCCN1CCOCC1	-4	4
CC(C)C(=O)Nc1ccc(C2(C(=O)N3CCN(C(C)C)CC3)CCCCC2)cc1	-2	-1
CSc1ccc(C2CC(c3cccs3)Nc3nnnn32)cc1 (stereo unspecified)	2	0
O=C(Cc1c([N+](=O)[O-])cc([N+](=O)[O-])cc1S(=O)Cc1ccccc1)Nc1ccccc1 (stereo unspecified)	-3	84*
Cc1cc(C)nc(N=C(NC(=O)c2ccc(F)cc2)Nc2ccc(F)cc2)n1	-1	-5
CN(C)C=C1CCCc2ccccc2C1=O	-3	/
O=C(NC1CCCCC1)c1ccc2c(c1)C(=O)N(N1C(=O)c3ccccc3C1=O)C2=O	-4	2
COc1ccc(NC(=O)C23CCC(C)(C(=O)O2)C3(C)C)cc1 (stereo unspecified)	-2	-2
COc1cc2nc(SCC(=O)NCC3CCCO3)n3nc(C)nc3c2cc1OC (stereo unspecified)	-3	1
COc1ccc(Sc2ccccc2COC(C)=O)c(C(=O)O)c1	1	/
COc1ccc(NC(=O)CC2CCCCC2)cc1Cl	-4	-6
COc1ccc2c(c1)c(CN1CCC(C(=O)NCCCN3CCCC3)CC1)cn2C	1	20
COc1cccc(N2CCN(C(=O)c3cn4ccc(C)cc4n3)CC2)c1	-1	-3
Cc1cc(C)c2c(N(C)C)nc(C(=O)N3CCCCCC3)nc2n1	0	-14
(more compounds)
SMILES	Pf apPOL inh	mHTT CaM bind
CC1(C)C2([N+](=O)[O-])CN3CC1([N+](=O)[O-])CN(C2)C3c1cccc([N+](=O)[O-])c1 (stereo unspecified)	3	0
CCCCc1ccc(N2C=NS(=O)(=O)c3cccnc32)cc1	-3	-3
Cc1oc2cc(OCC(=O)O)ccc2c(=O)c1Oc1ccccc1	6	-4
Cc1[nH][nH]c(=O)c1C(c1cc(Br)ccc1O)c1c(C)[nH][nH]c1=O	-8	6
O=C(c1ccc(I)cc1)N1CCN(Cc2ccc3c(c2)OCO3)CC1	2	12
CC1CCC(NC(=O)CC2Sc3ccccc3NC2=O)CC1 (stereo unspecified)	-4	-2
CCOc1ccccc1N(C)C(=O)c1cc(S(=O)(=O)N2CCc3ccccc32)ccc1F	-5	2
O=C(NCc1nc(-c2cccc(Cl)c2)no1)C1CCC1	-2	-8
CSc1ccccc1-c1nnc(NC(=O)CCOc2ccccc2)o1	0	-2
CCCCNC(=O)C1CC(=O)N(CCc2ccccc2)C1 (stereo unspecified)	-1	-4
O=C(NCc1ccc2c(c1)OCO2)C1CCN(c2ccc(Br)cc2)C1=O (stereo unspecified)	-4	-3
COc1ccc(CC(=O)Nc2ccc(C(=O)Nc3ccccc3C(=O)O)cc2)cc1	-14	24
COc1ccc(C2CCCN2C(=O)Nc2cccc(C)c2)cc1 (stereo unspecified)	-4	-7
COc1ccc(CNc2cccc(Cl)c2C)c(OC)c1	-8	-24
COc1ccc(N(CC(=O)N2CCCCCC2)S(=O)(=O)c2ccccc2[N+](=O)[O-])c(OC)c1	-9	21
Cc1ccc(C(=O)NCCCN2CCOCC2)c(Cl)c1	-8	-8
COc1ccc(C)cc1NC(=O)c1c(C)c(C)c(C)n1Cc1cccc(F)c1	-5	5
C=CCn1c(=O)c(C(=O)NC)c(O)c2ccccc21	4	10
CC(C)(C(=O)O)c1ccc([N+](=O)[O-])cc1	-2	-2
O=C(c1cccnc1SCc1ccccc1Cl)N1CCC2(CC1)OCCO2	-70	2
O=C(c1csc(-c2ccncc2)n1)N1CCN(c2ccccc2)CC1	-3	7
S=c1oc2ccccc2n1Cn1c(=S)oc2ccccc21	/	23
COc1ccc(-n2nc3cc(C)c(N)cc3n2)cc1Cl	-13	41
O=C(c1ccccc1F)N1CCCC2(C1)NC(=O)N(Cc1ccc(Cl)cc1)C2=O (stereo unspecified)	-9	-4
COc1ccc(-c2nn(Cc3ccccc3F)c(=O)c3nc(C)sc23)cc1OC	-8	65*
C=CCNC(=O)C1CCN(c2cc(Nc3ccc(C)cc3)ncn2)CC1	-8	1
CC(C)(C)c1csc(-c2ccc(C=NOC(=O)c3ccccc3Cl)cc2)n1	-2	/
Cc1cccc(N2CCN(C(=O)CN3C(=O)c4ccccc4C3=O)C(C)C2)c1 (stereo unspecified)	5	11
c1cc(-c2noc(C3CCC3)n2)cc(N2CCOCC2)n1	-5	-29
O=C(NCc1ccc2c(c1)OCO2)C1CC1c1ccccc1 (stereo unspecified)	1	-10
COc1ccc(C)cc1NC(=O)C1CCCN(C(=O)c2ccc(Cl)cc2)C1 (stereo unspecified)	-5	30
Cc1noc(C)c1C1CCCN1C(=O)c1ccc(F)cc1 (stereo unspecified)	-6	5
O=C(Cc1ccccc1)Nc1ccc(N2CCCN(C(=O)c3ccccc3)CC2)nc1	-2	7
Cc1ccc(C2CN(C(=O)c3ccccc3)CC2C(=O)NCC2CC2)cc1 (stereo unspecified)	-3	1
COc1ccc(-c2csc3c(=O)n(CCOc4ccccc4)cnc23)cc1	-4	-29
O=C(CSc1nnc(-c2ccccc2F)o1)Nc1nccs1	0	-2
N#Cc1ccc(C#Cc2ccccc2)cc1	3&-3	/
O=C(O)c1ccc(-c2ccc(/C=C3/NC(=O)N(Cc4ccc(F)cc4)C3=O)o2)cc1	-5	-3
CCC(=O)Nc1cccc(Oc2ccc3c(c2)C(=O)N(c2ccc(OC)cc2)C3=O)c1	8	23
Cn1nc(COCc2ccccc2F)c2c1CCN(C(=O)c1ccc(Cl)cc1)C2	-6	14
COCCNc1nc2c(c(=O)n(C)c(=O)n2C)n1Cc1c(F)cccc1Cl	-9	3
Cc1ccc(S(=O)(=O)N(CC(=O)Nc2ccc(C(N)=O)cc2)Cc2ccc(Cl)cc2)cc1	-3	2
O=C(COc1ccccc1Cl)c1ccc(F)cc1	5	-11
O=C(NC1CC1)c1ccc(OCC2CCCN2C(=O)c2ccc(F)cc2F)cc1 (stereo unspecified)	-1	-4
O=C(c1ccc(F)cc1)N1CCN(C(=O)c2cc3ccccc3[nH]2)CC1	-3	-1

15 structures already listed, ordered by length of the SMILES, high to low.
SMILES	Pf apPOL inh	mHTT CaM bind
Cc1ccc(S(=O)(=O)N(CC(=O)Nc2ccc(C(N)=O)cc2)Cc2ccc(Cl)cc2)cc1	-3	2
O=C(O)c1ccc(-c2ccc(/C=C3/NC(=O)N(Cc4ccc(F)cc4)C3=O)o2)cc1	-5	-3
CCC(=O)Nc1cccc(Oc2ccc3c(c2)C(=O)N(c2ccc(OC)cc2)C3=O)c1	8	23
O=C(c1ccccc1F)N1CCCC2(C1)NC(=O)N(Cc1ccc(Cl)cc1)C2=O (stereo unspecified)	-9	-4
Cc1cccc(N2CCN(C(=O)CN3C(=O)c4ccccc4C3=O)C(C)C2)c1 (stereo unspecified)	5	11
O=C(c1ccc(F)cc1)N1CCN(C(=O)c2cc3ccccc3[nH]2)CC1	-3	-1
COc1ccc(C)cc1NC(=O)C1CCCN(C(=O)c2ccc(Cl)cc2)C1 (stereo unspecified)	-5	30
Cc1ccc(C2CN(C(=O)c3ccccc3)CC2C(=O)NCC2CC2)cc1 (stereo unspecified)	-3	1
COc1ccc(-c2csc3c(=O)n(CCOc4ccccc4)cnc23)cc1	-4	-29
C=CCNC(=O)C1CCN(c2cc(Nc3ccc(C)cc3)ncn2)CC1	-8	1
c1cc(-c2noc(C3CCC3)n2)cc(N2CCOCC2)n1	-5	-29
O=C(NCc1ccc2c(c1)OCO2)C1CC1c1ccccc1 (stereo unspecified)	1	-10
COc1ccc(-n2nc3cc(C)c(N)cc3n2)cc1Cl	-13	41
O=C(COc1ccccc1Cl)c1ccc(F)cc1	5	-11
N#Cc1ccc(C#Cc2ccccc2)cc1	3&-3	/

Following part:
SMILES	Pf apPOL inh	mHTT CaM bind
O=C1CS(=O)(=O)C(c2cccc(Br)c2)N1c1ccc(F)cc1 (stereo unspecified)	1	2
O=C(CCC1CCCN(C(=O)Nc2ccc(F)cc2)C1)N1CCCC1 (stereo unspecified)	-3	27
CC(=O)C1=C(O)C(=O)N(c2cccnc2)C1c1cccc([N+](=O)[O-])c1 (stereo unspecified)	-2	0
Cc1nc(-c2cccc(F)c2)sc1CCNC(=O)C(=O)Nc1ccccc1Cl	2	-8
O=C(NCCc1ccc(Cl)cc1)C1CC(=O)N(C2CCCCCCC2)C1 (stereo unspecified)	-1	11
O=C1CCCC2=C1C(c1ccc3c(c1)OCO3)C1C(=O)c3ccccc3C1=N2 (stereo unspecified)	-5	55*

Some of the compounds tested; the hit share may differ from the screen's.
